Screening results: PubChem, Sanford-Burnham Center for Chemical Genomics
TAG inh = triacylglycerol accumulation inhibition | hit rate 0.66% among 230,000 | H9c2 cells, Nile Red lipid (TAG) fluorescence; cells loaded with 200 µM oleic acid | inhibition, % at 12.5 µM;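 active = pattern-corrected inhibition of lipid staining of at least 50% with the nuclear-stain viability signal not falling by more than 50%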;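 also: 0% = DMSO wells and 100% = triacsin C control wells; some results filed as inactive read as strong as hits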
TAG inh DAPI viability = further read-out of TAG inh, marked with its call; DAPI nuclei signal change (viability), lower = more cytotoxic, %;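 whole-well DAPI fluorescence read on a plate reader as a viability signal; minus 50 percent equals half of cells still viable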
* hit, by the source's call. Only part of the results is shown; count on the stated rates, not on these rows.

mol | TAG inh | TAG inh DAPI viability
CN(CC1CCOCC1)C(=O)CC1C(=O)NCCN1Cc1ccc(-c2ccccc2)cc1 (stereo not given) | -7 | 11
O=[N+]([O-])c1ccc(NCCNCCOc2nonc2-c2ccccc2)c([N+](=O)[O-])c1 | 8 | -3
O=C(Nc1ccc(-n2cccc2)cc1)C1CC1 | 5 | -29
CCC/C(=C1/c2ccccc2C(=O)N1c1ccccc1)c1ccc(O[C@@H]2CCCCO2)cc1 | 2 | 3
CC(C)[C@H](CO)N(Cc1cccc(F)c1)c1nc(Nc2cccc(Cl)c2)c2ncn(C(C)C)c2n1 | 9 | -10
COc1ccc(-c2nnc(SCC(=O)NC(C)C)n2CC2CCCO2)cc1OC (stereo not given) | -5 | 8
CC(=C\C(=O)O)/C(=C/c1ccccc1)C(=O)O | -3 | -6
COC(=O)c1ccc(CN2CCC(Oc3ccc(C(=O)N4CCCCC4)cc3)CC2)cc1 | 27 | 9
CCOC(=O)CN1NC2(CCCC(C)C2)NC1=S (stereo not given) | -14 | -2
CCOC(=O)C1CCN(C(=O)c2sc3ncn(CC(=O)N4CCCCC4)c(=O)c3c2C)CC1 | -19 | 0
O=S(=O)(Nc1ccc(-c2csc(-c3ccccc3)n2)cc1)c1ccc(F)cc1 | 14 | -3
CCOc1ccc(NC(=O)CSC2=C(C#N)C(c3ccc4c(c3)OCO4)CC(=O)N2)cc1 (stereo not given) | 18 | -20
O=C(CSc1ccc(Cl)cc1)N/N=C/c1cccnc1 | 8 | -6
CCOc1ccc(-c2ccc3nnc(SCC(=O)NCC4CCCO4)n3n2)cc1 (stereo not given) | 28 | 12
CCCOc1cccc(C(=O)O)c1 | -3 | -4
Fc1ccc(/C=N/N2CCOCC2)c(F)c1 | -2 | -6
CCOC(=O)c1ccccc1NC(=O)COC(=O)CN1C(=O)NC2(CCCC2)C1=O | 4 | -5
COc1ccc(C2C3=C(CC(C)(C)CC3=O)Nc3c2c(=O)[nH]c2nc(C)nn32)cc1 (stereo not given) | -10 | 1
Cc1cc(CN(Nc2ccccc2)c2ccccc2)cc(C)n1 | 2 | -7
CC(Sc1nnc2ccccn12)C(=O)Nc1ccc2c(c1)OCO2 (stereo not given) | -8 | -8

Remaining list, next part:
mol | TAG inh | TAG inh DAPI viability
COc1cc(CC(=O)OCC(=O)NCc2ccco2)cc(OC)c1OC | 2 | 9
CSCCC(NC(=O)c1ccc(Cl)cc1Cl)C(=O)OC1CCCCC1=O (stereo not given) | 1 | 7
O=C(C1CC(c2ccc(F)cc2)=NO1)N1CCc2ccccc2C1 (stereo not given) | -2 | -9
CCCNc1nc(Cl)nc(NCc2cccnc2)n1 | 9 | -5
Cc1nc2ccc(S(=O)(=O)NCC(=O)NCCN3CCCCC3C)cc2s1 (stereo not given) | -18 | 14
COc1cc(S(=O)(=O)NCCCN2CCOCC2)ccc1-n1cnnn1 | -9 | 0
CC(=O)c1ccc(NC(=O)COC(=O)CCC2CCCC2)cc1 | 3 | 0
CCOC(=O)N1CCN(C(c2ccc(C(C)C)cc2)c2sc3nc(C)nn3c2O)CC1 (stereo not given) | -4 | -4
O=C(O)c1ccc(NC(=O)C2CCCCC2)cc1 | -20 | 6
O=C(OCN1C(=O)c2ccccc2C1=O)c1cccs1 | 10 | -8
N#Cc1c(C(F)(F)F)cc(C2CC2)[nH]c1=O | 9 | -5
CCOC(=O)c1ccc(NC(=O)CSc2nc(=O)n3cccc(C)c3n2)cc1 | 0 | -1
CN(C)N1C(=O)C2C3C=CC(O3)C2C1=O (stereo not given) | -6 | 0
Cc1cc(C)cc(Nc2ncnc3nc[nH]c23)c1 | 11 | -8
CCOc1ccc(C(=O)Nc2cc(C)on2)cc1OCC | 10 | -6
CC(Oc1ccccc1F)C(=O)NNC(=O)Cc1ccc(S(=O)(=O)N2CCOCC2)s1 (stereo not given) | -9 | 3
Cc1nc2c(c(=O)c3ccccc3n2C)c(=O)n1C1CCCCCC1 | -6 | 12
CC(C)N1CCC(=NNc2ccc([N+](=O)[O-])cc2S(=O)(=O)N2CCOCC2)CC1 | 9 | -5
Cc1ccccc1S(=O)(=O)/N=C(/Nc1nc2ccccc2s1)c1ccccc1 | 13 | 0
O=C(N/C(=C/c1ccc(Br)cc1)C(=O)N1CCCCC1)c1ccccc1F | -12 | -2

The list continues.
mol | TAG inh | TAG inh DAPI viability
Cc1nnc2ccc(-c3ccc(NS(=O)(=O)c4ccc(Cl)s4)cc3)nn12 | -5 | -3
CN(C(=O)COC(=O)CSCc1cccc(Cl)c1)c1c(N)n(Cc2ccccc2)c(=O)[nH]c1=O | -9 | 3
Cc1nc(CN(C)C(=O)c2cc(COc3ccc4ncccc4c3)on2)cs1 | -8 | -17
O=C(COC(=O)C(Cc1ccccc1)NC(=O)c1ccccc1)c1ccccc1 (stereo not given) | -8 | 8
CCOCCCNC(=O)c1ccc(Br)cc1 | -15 | -1
COc1ccc2c(C(=O)c3ccc(Cl)cc3)n(CCCC(N)=O)[n+]([O-])c2c1 | 17 | -5
CCOC(=O)c1c(C(C#N)C#N)cc(C)nc1C | 15 | -15
CCCCSc1nc(C)cc(C)c1S(=O)(=O)c1ccccc1C | -14 | -11
Cn1cc(CN2CCN(Cc3cccnc3)CC2)c(-c2ccc3c(c2)OCCO3)n1 | -2 | -4
CC(=O)c1cc2c(cc1NC(=O)CN1CCN(c3ccc(F)cc3)CC1)OCO2 | -37 | 10
COc1ccc(-c2[nH]ncc2CN2C[C@@H]3CCC[C@H]2C3)c(F)c1 | -18 | 0
COc1c(C)cc(C(=O)C2CCCN(C(=O)/C=C/c3ccccn3)C2)cc1C (stereo not given) | -3 | 4
N#Cc1c(SCC(=O)Nc2nc3ccccc3s2)sc2c(O)cc(=O)[nH]c12 | 6 | 2
Cc1ccccc1Nc1nc(NCc2ccco2)c2ccccc2n1 | -52 | 34
CCC(C)NC(=O)CSc1ccc(S(=O)(=O)N2CCN(Cc3ccccc3)CC2)cn1 (stereo not given) | -9 | -4
CC(=O)NCCC(Cc1ccccc1)c1ccco1 (stereo not given) | 0 | -15
CCOC(=O)c1ccc(NC(=O)CSc2nc(NC(=O)c3ccccc3)c3c(C)c(C)oc3n2)cc1 | 8 | 1
CCCN(CCC)C(=O)c1ccc2c(c1)S(=O)(=O)c1ccccc1C2=O | -1 | -5
O=S(=O)(N/N=C\c1ccc(-c2ccccc2Cl)o1)c1ccccc1 | -12 | -1
COCCCNc1nc2ccccc2nc1NS(=O)(=O)c1ccccc1 | -1 | 11

Further compounds follow:
mol | TAG inh | TAG inh DAPI viability
C=CCNC(=O)CC12CC3CC(C1)CC(CC(=O)NCC=C)(C3)C2 | -4 | 5
CCCc1cc(=O)[nH]c(SCC(=O)NCC2COc3ccccc3O2)n1 (stereo not given) | -6 | 2
O=S(=O)(Nc1cccnc1)c1cccnc1 | -11 | 2
COc1ccc(C2SC[C@@H](C(=O)O)N2C(C)=O)cc1 (stereo not given in full) | -10 | -2
CCOC(=O)N/N=C\c1cccc(OC)c1 | -3 | 4
Cc1ccc(C2CCN(C(=O)Nc3ccccc3)C2)cc1 (stereo not given) | -10 | 5
O=C(CN1CCN(C(=O)CN2C(=O)NC3(CCCC3)C2=O)CC1)Nc1cccc(F)c1 | -3 | 0
Cn1c(=O)c2[nH]c(CCC3CCCC3)nc2n(C)c1=O | -9 | -1
CCC(C)(C)NC(=O)Cc1ccc(OC)c(OC)c1 | -19 | 8
O=C1CCc2cc(NS(=O)(=O)c3ccc(Cl)cc3)cc3c2N1CC3 | -8 | 8
CC1CCCC(NC(=O)COC(=O)[C@@H](NC(=O)c2ccccc2Cl)C(C)C)C1C (stereo not given in full) | -8 | -2
Cc1ccc(Nc2ccncc2S(N)(=O)=O)cc1 | 11 | 3
O=C(NCc1ccco1)C1Cc2c(-c3cccc(F)c3)ccnc2O1 (stereo not given) | 50 | -39
CC1(C)CSC(C)(C)C(=O)N1 | 9 | -1
COc1ccc(/C=C/C(=O)O)cc1S(=O)(=O)NCc1ccccc1 | 2 | -4
CCCN(CC(=O)Nc1ccccc1C)C(=O)c1ccc(S(=O)(=O)N2CCCCCC2)cc1 | -5 | -5
O=C(COC(=O)C1CC1)Nc1ccc([N+](=O)[O-])cc1C(F)(F)F | -5 | 4
CCOc1ccc(C(=O)COC(=O)c2cccc(-n3cnnn3)c2)cc1 | -1 | -2
Clc1ccc(Cn2nnc(-c3ccc(CN4CCOCC4)cc3)n2)cc1 | -22 | 11
O=C(CNC(=O)c1ccco1)Nc1cc(Cl)ccc1N1CCOCC1 | 31 | -5

(next part)
mol | TAG inh | TAG inh DAPI viability
O=C(c1ccccc1SCc1ccccc1)N1CCCCCC1 | -13 | 0
O=C(CNC(=O)c1ccccc1Br)NNC(=O)c1cccs1 | 14 | 1
COc1cc(NC(=O)CN2C(=O)C(=O)N(CC(C)C)C2=O)cc(OC)c1 | -8 | 7
COc1ccc(C=C2C(=O)c3ccccc3C2=O)cc1O | 14 | -4
CCOc1ccc(-n2nnnc2-c2nc3ccccc3s2)cc1 | 3 | 13
Cc1nn(-c2nc3ccccc3s2)c(N)c1-c1ccc(Cl)cc1 | -11 | -1
COc1ccc(-c2c(-c3cc(OC)cc(OC)c3)n(C)c3ccc(-c4ccn[nH]4)cc23)cc1 | 8 | 13
Cc1c(Cl)cccc1NC(=O)COC(=O)Cn1cnc2c1c(=O)n(C)c(=O)n2C | 8 | -7
C#CC1(O)CCC2C3CCC4=Cc5oncc5CC4(C)C3CCC21C (stereo not given) | -5 | 5
O=C(Nc1ccccc1Cl)c1ccc2nc(N3CCOCC3)sc2c1 | -5 | 1
CC1(C(=O)NCc2ccc(F)c(F)c2)Cc2c(-c3cccc(C(F)(F)F)c3)ccnc2O1 (stereo not given) | -6 | 3
CCN(CC)CC(=O)N1c2ccccc2Sc2ccc(Cl)cc21 | 2 | 13
Cc1c(CC(=O)O)c(=O)oc2c(C)c(OCc3nn[nH]n3)ccc12 | 8 | -17
O=C(O)c1cc2[nH]c3c(c2cc1Cl)CCCC3 | 9 | -4
O=C(CN1CCN(C(=O)C2CCCO2)CC1)Nc1cc(C(F)(F)F)ccc1Cl (stereo not given) | 9 | 7
O=C(c1ccncc1)N1CCN(c2cc(-c3ccccc3)nc3cc(-c4cccc(Cl)c4)nn23)CC1 | 50 | 66
CC[C@]1(C(=O)OC)[C@H]2C(=O)N(Cc3ccccc3)C(=O)[C@H]2[C@H]2CN=C(SCC(=O)c3ccccc3)N21 | -1 | -3
O=C(CCC(=O)N1CCOc2ccccc21)NC1CCCCCC1 | -2 | -6
Cc1ccccc1S(=O)(=O)Cc1ccc(C(=O)N2CC(C)CC(C)C2)o1 (stereo not given) | 2 | -5
O=C1c2cccc3cccc(c23)C(=O)N1Cc1ccco1 | -5 | -5

Further results:
mol | TAG inh | TAG inh DAPI viability
O=C(CSc1nccc(=O)[nH]1)Nc1ccc2ccccc2c1 | -6 | -3
CC(=O)Nc1ccc(S(=O)(=O)N(C)CC(=O)Nc2ccc(F)c(F)c2F)cc1 | 13 | 3
CCCc1cc(=O)oc2c(C)c(OCc3nn[nH]n3)ccc12 | 2 | 5
O=C(CC1SC2=NCCN2C1=O)Nc1ccccc1 (stereo not given) | 2 | 5
O=C(N/N=C1\CCCc2ccccc21)c1ccc([N+](=O)[O-])cc1 | 25 | -16
Cc1c(Cl)cccc1NC(=O)CN(C1CCCCC1)S(C)(=O)=O | 6 | -7
O=C(C[C@H]1C/C=C\CC[C@@H](Cc2ccc(F)cc2)C(=O)OC[C@H]2CCCN2C1=O)N[C@@H](CO)Cc1ccccc1 | -3 | -3
COc1ccc(CN(CC(=O)NCC2CCCO2)C(=O)CNS(=O)(=O)c2ccc(C)cc2)cc1 (stereo not given) | 3 | 0
CCOc1cc(C(=O)N(CC)CC(=O)Nc2c(F)cccc2F)ccc1OCC(=O)N1CCCCC1 | 0 | 0
c1csc(CNc2ncnc3ccc(-c4ccoc4)cc23)c1 | -8 | -1
Cc1[nH]c2c(C)cccc2c1CC(=O)O | -3 | 2
c1ccc(-c2cc3c(nn2)CCc2nonc2-3)cc1 | -11 | -4
O=C1N=C2SCCN2/C1=C\c1ccccc1Cl | 13 | -5
C#CCNC(=O)C1CCN(c2cc(C)nc(-c3ccccc3)n2)CC1 | 8 | -7
Cc1ccccc1CC1(CO)CCCN(Cc2cn[nH]c2-c2ccccc2)C1 (stereo not given) | -9 | 3
CC(=O)Nc1nnc(C2=COCCO2)o1 | -1 | 2
CC(NC(=O)COC(=O)c1ccc(OCC2CCCO2)cc1)c1ccccc1Cl (stereo not given) | 3 | -1
COCC(=O)Nc1sc2c(c1C(=O)OC)CCCC2 | 17 | -4
Cc1ccc(S(=O)(=O)N2C[C@H]3n4c(=O)ccc(=O)n4C[C@H](OC(=O)NCc4ccco4)[C@@]3(O)C2)cc1 | 4 | 0
O=C(Cc1ccccc1)Nc1ccc(NC(=O)c2cccs2)c(Cl)c1 | -3 | 5

(list continues)
mol | TAG inh | TAG inh DAPI viability
N#Cc1ccc(-c2ccc(OCC(=O)NN=Cc3ccncc3)cc2)cc1 | -11 | -1
CCOC(=O)c1sc2cccc(Cl)c2c1N | 2 | -1
O=C(Nc1cccc(Cl)c1)c1cc([N+](=O)[O-])ccc1N1CCN(CCO)CC1 | 17 | 6
C/C(=N\NC(=O)c1cccnc1)c1cccc([N+](=O)[O-])c1 | 11 | -10
Cc1cc(-c2nnc(-c3cccc(C(F)(F)F)c3)o2)no1 | 0 | 0
COc1cccc(Nc2nc(C(N)CC(C)C)cs2)n1 (stereo not given) | 12 | 2
CC(=O)Nc1ccc(NC(=O)CSc2ncnn2-c2ccccc2)cc1 | -16 | 12

Gathered by group, those above with a nitro group on carbon.
mol | TAG inh | TAG inh DAPI viability
O=[N+]([O-])c1ccc(NCCNCCOc2nonc2-c2ccccc2)c([N+](=O)[O-])c1 | 8 | -3
CC(C)N1CCC(=NNc2ccc([N+](=O)[O-])cc2S(=O)(=O)N2CCOCC2)CC1 | 9 | -5
O=C(COC(=O)C1CC1)Nc1ccc([N+](=O)[O-])cc1C(F)(F)F | -5 | 4
O=C(N/N=C1\CCCc2ccccc21)c1ccc([N+](=O)[O-])cc1 | 25 | -16
O=C(Nc1cccc(Cl)c1)c1cc([N+](=O)[O-])ccc1N1CCN(CCO)CC1 | 17 | 6
C/C(=N\NC(=O)c1cccnc1)c1cccc([N+](=O)[O-])c1 | 11 | -10
